# High-throughput results: PubChem BioAssay, National Center for Advancing Translational Sciences (NCATS)
# JMJD2A Tudor = blocks the human JMJD2A Tudor domain; O75164; AlphaScreen JMJD2A-Tudor / H3K4me3 peptide binding; Potency, µM (series often up to 114 µM), for inactives: at the top dose activity change, negative = inhibition, usual class: inhibitors; 390,000 compounds, 4.4% hits; note: nearly all actives have a fitted effect of over 50% in size
# GLS inh = inhibitors of human glutaminase (GLS). O94925. GLS enzymatic activity, qHTS titration. Potency, µM (titrated, usually from 45.5 µM), without a hit: at the highest dose activity change, negative = inhibition, hits mostly inhibitors. 410,000 compounds, 0.21% hits
# Target sequence (O94925 whole entry, looked up): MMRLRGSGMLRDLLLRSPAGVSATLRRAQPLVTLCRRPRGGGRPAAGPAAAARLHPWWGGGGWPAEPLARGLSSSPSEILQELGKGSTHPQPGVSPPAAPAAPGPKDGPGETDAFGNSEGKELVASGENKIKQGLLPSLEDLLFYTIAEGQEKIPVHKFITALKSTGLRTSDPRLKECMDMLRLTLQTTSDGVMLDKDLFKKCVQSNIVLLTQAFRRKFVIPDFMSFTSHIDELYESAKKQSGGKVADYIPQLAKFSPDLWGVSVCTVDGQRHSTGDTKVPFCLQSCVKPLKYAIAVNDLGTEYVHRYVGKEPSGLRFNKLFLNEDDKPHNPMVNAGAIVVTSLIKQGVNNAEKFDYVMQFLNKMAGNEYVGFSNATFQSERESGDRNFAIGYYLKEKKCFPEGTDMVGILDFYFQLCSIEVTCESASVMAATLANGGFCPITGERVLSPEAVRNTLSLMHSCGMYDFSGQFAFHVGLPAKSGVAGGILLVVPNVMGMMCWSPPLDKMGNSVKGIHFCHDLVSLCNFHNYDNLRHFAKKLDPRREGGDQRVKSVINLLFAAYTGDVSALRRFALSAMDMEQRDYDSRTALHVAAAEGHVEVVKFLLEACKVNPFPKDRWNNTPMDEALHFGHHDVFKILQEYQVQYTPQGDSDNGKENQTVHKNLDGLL
#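 Enzyme dispensed in phosphate buffer (45 mM, pH 8.2, 0.02% Tween-20), compounds pinned in, then 1 mM L-glutamine solution and the glutamate oxidase–HRP–Amplex Red mix added; fluorescence read immediately and again after 30 min at room temperature.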
# G9a block = blocks human histone lysine methyltransferase G9a. Q96KQ7. G9a H3K9 monomethylation, AlphaScreen, 2 h. Potency, µM (titrated, usually from 102 µM), without a hit: top-dose activity, negative = inhibition, usual class: inhibitors. 350,000 compounds, 8.8% hits. AID 504332; note: nearly all actives have a fitted effect of over 75% in size
# Target sequence (Q96KQ7 913-1193 limits assumed): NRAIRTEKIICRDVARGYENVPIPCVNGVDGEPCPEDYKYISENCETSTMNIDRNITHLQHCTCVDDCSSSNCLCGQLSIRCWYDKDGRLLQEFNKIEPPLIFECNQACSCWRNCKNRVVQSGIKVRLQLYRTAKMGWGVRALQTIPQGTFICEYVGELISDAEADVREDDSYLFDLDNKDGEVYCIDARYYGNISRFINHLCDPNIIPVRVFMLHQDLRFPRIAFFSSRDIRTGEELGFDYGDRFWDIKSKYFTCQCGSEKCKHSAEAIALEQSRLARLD
#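 AlphaScreen detection with an anti-monomethyl H3K9 antibody quantified product after a 2 h room-temperature reaction containing 500 nM biotinylated H3K9 peptide, 20 µM SAM and 20 nM enzyme, which had been preincubated 15 min with compound.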
# Pol eta inh = blocks human DNA polymerase eta activity | 390,000 compounds, 1.2% hits | Q9Y253 | Potency, µM (highest dose often 114 µM), for inactives: at the top dose activity change, negative = inhibition, hits mostly inhibitors | recombinant Pol eta, fluorescent DNA replication assay | AID 588591
#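 Pol eta (10 nM) was preincubated with compounds for 15 min at room temperature, after which fluorescent replication substrate (50 nM final) was added to start the reaction. Fluorescence was read kinetically at 0 and 10 min.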
# BAZ2B inh = blocks human BAZ2B; Potency, µM (titrated, usually from 114 µM), for inactives: at the top dose activity change, negative = inhibition, actives largely listed as inhibitors; Q9UIF8; AlphaScreen BAZ2B-H3K14Ac peptide displacement; AID 504333; 360,000 compounds, 4.4% hits; note: nearly all actives have a fitted effect of over 60% in size
#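 BAZ2B 50 nM plus b-H3(5-23)K14Ac 50 nM, PBS pH 7.4/0.01% Tween-20, 30 min RT; compound added (max 110 uM), 30 min RT; streptavidin donor/Ni-chelate acceptor beads 10 ug/mL final, 20 min dark; AlphaScreen read.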
# Pin1 inhibitor = human Pin1 inhibition. Q13526. Pin1 FP peptide displacement, HiFluor488, 10 min. Potency, µM (series often up to 115 µM), for the others: top-dose activity, negative = inhibition, most hits filed as inhibitors. 390,000 compounds, 0.009% hits. AID 504891; active = well fitted inhibition curve with a large enough effect in the polarisation, with a control signal flat, not every such curve was filed as active; inconclusive = small, poorly fitted or top-dose-only effect, or effect the other way, or a change in a side signal; inactive = no such curve, though single readings can be large or run the other way; the % refers to the polarisation
# * = called active by the depositor; ? = inconclusive; nt = no result given; & = joins results of further samples; [ ] = dose if it differs, or a comment. Unless noted, calls come from the whole dose curve; as a rule, active = well fitted curve in the direction sought with a large enough effect; inconclusive = small, poorly fitted or top-dose-only effect, or another doubt; inactive = no such curve, though single readings can be large; an effect the other way counts as inactive or inconclusive. % is set by controls: 0 for no effect and ±100 for the full control effect; potency is the fitted concentration of half-maximal effect. The list is partial; the hit share may differ from the screen's.
SMILES,JMJD2A Tudor,GLS inh,G9a block,Pol eta inh,BAZ2B inh,Pin1 inhibitor
CC[C@@]1(O)CC(O)c2c(cc3c(c2O)C(=O)c2c(O)ccc(O)c2C3=O)C1C(=O)OC (stereo partly specified),nt,nt,?,nt,nt,nt
c1cc(CN2CC3(CCNCC3)C2)ccn1,nt,nt,-6.1%[12.7 µM],nt,nt,nt
C[C@H](NC(=O)[C@@H](N)Cc1ccc(O)cc1)C(=O)N[C@@H](Cc1ccccc1)C(=O)N[C@@H](Cc1ccccc1)C(N)=O,nt,nt,18.9%[59 µM],nt,nt,nt
OCC1CCCN2CCCCC12 (stereo unspecified),nt,nt,28.1%[59 µM],nt,nt,nt
C=CCN1CCC23c4c5ccc(O)c4OC2/C(=N/N=C2\CCC4(O)C6Cc7ccc(O)c8c7C4(CCN6CC=C)C2O8)CCC3(O)C1C5 (stereo unspecified),nt,nt,25.1µM*,nt,nt,nt
COC(=O)[C@@H]1C[C@H](OC(C)=O)C(=O)[C@H]2[C@@]1(C)CC[C@H]1C(=O)O[C@H](c3ccoc3)C[C@]21C,nt,nt,?,nt,nt,nt
CC[C@@H](CO)Nc1nc(NCc2ccccc2)c2ncn(C(C)C)c2n1,nt,nt,-8.2%[59 µM],nt,nt,nt
CC(C)=CCCC1(C)C=Cc2c(O)c3c(c(CC=C(C)C)c2O1)OC12C(CC4CC1C(C)(C)OC2(C/C=C(/C)C(=O)O)C4O)C3=O (stereo unspecified),nt,nt,-6.8%[2.33 µM],nt,nt,nt
O=C(Nc1ccccc1)N1CCCC2(CCN(C(=O)Oc3ccccc3)CC2)C1,nt,nt,1.5%[12.7 µM],nt,nt,nt
CC(C)CN1CCC2(CC1)CCN(S(C)(=O)=O)CC2,nt,nt,6.8%[12.7 µM],nt,nt,nt
CC(=O)O[C@H]1C(=O)[C@@]2(C)C([C@H](OC(=O)c3ccccc3)[C@]3(O)C[C@H](OC(=O)[C@H](O)[C@@H](NC(=O)c4ccccc4)c4ccccc4)C(C)=C1C3(C)C)[C@]1(OC(C)=O)CO[C@@H]1C[C@@H]2OC(=O)[C@H](C)NC(=O)c1ccc(-c2c3ccc(=O)cc-3oc3cc(O)ccc23)c(C(=O)O)c1 (stereo partly specified),nt,nt,52.9%[activator][12.7 µM],nt,nt,nt
O=C1NC(=O)c2c1c1c3ccccc3[nH]c1c1[nH]c3ccccc3c21,nt,nt,?,nt,nt,nt
CN1CCC2(CC1)CCN(C(=O)c1ccco1)CC2,nt,nt,-10.7%[12.7 µM],nt,nt,nt
CCCCn1c(=O)c(C(=O)Nc2nnc(C(C)C)s2)c(O)c2ccccc21,nt,nt,nt,nt,1.4%,nt
CCOc1cc(C=C2C(=O)NC(=O)NC2=O)cc([N+](=O)[O-])c1O,nt,nt,nt,nt,56.2µM*,nt
C=CCC1(O)CCC2C3CCC4=CC(=O)CCC4=C3C=CC21C (stereo unspecified),nt,?,nt,nt,nt,nt
CCC(=O)O[C@@](Cc1ccccc1)(c1ccccc1)[C@H](C)CN(C)C,nt,0.2%[99.4 µM],nt,nt,nt,nt
O=C(CO)[C@@H](O)C(O)[C@@H](O)CO (stereo partly specified),nt,-7.7%,nt,nt,nt,nt
O=c1[nH]cnc2[nH]cc(CN3CCCCC3)c12,nt,-7.6%,nt,nt,nt,nt
CC(C)CCC(=O)OC1CCC2C3CCC4=CC(=O)CC[C@]4(C)C3CC[C@]12C (stereo partly specified),nt,4.8%,nt,nt,nt,nt
C#C[C@]1(OC(=O)CCCCCC)CC[C@H]2C3CCC4=CC(=O)CC[C@@H]4[C@H]3CC[C@@]21C (stereo partly specified),nt,-2.4%,nt,nt,nt,nt
CCOC(=O)C1(c2ccccc2)CCCN(C)CC1 (stereo unspecified),nt,0.7%,nt,nt,nt,nt
Clc1ccc([C@H]2CC3CCC2N3)cn1 (stereo partly specified),nt,-5.1%[99.4 µM],nt,nt,nt,nt
C[N+]1(CCF)[C@@H]2CC[C@@H]1CC(OC(=O)C(O)(c1ccccc1)c1ccccc1)C2 (stereo partly specified),nt,12.6%,nt,nt,nt,nt
c1ccc2c(c1)Sc1ccccc1N2C[C@H]1CN2CCC1CC2,nt,-4.9%,nt,nt,nt,nt
# Additional records follow.
SMILES,JMJD2A Tudor,GLS inh,G9a block,Pol eta inh,BAZ2B inh,Pin1 inhibitor
CN[C@H]1C[C@@H](N)[C@H](O)[C@@H](O[C@@H]2O[C@H](CO)[C@H](O)[C@@H]3O[C@]4(O[C@@H]23)O[C@H]([C@@H](N)CO)[C@H](O)[C@@H](O)[C@H]4O)[C@@H]1O,nt,1.1%,nt,nt,nt,nt
CCc1cc(OC)c(CC(C)N)cc1OC (stereo unspecified),nt,8.0%[99.4 µM],nt,nt,nt,nt
CC[C@H](OC(C)=O)C(C[C@H](C)NC)(c1ccccc1)c1ccccc1,nt,5.0%[99.4 µM],nt,nt,nt,nt
CC(C)=CCN1CC[C@@]2(C)c3cc(O)ccc3C[C@H]1[C@@H]2C,nt,29.7%[99.4 µM],nt,nt,nt,nt
C[C@H]1C[C@H](C)C(=O)[C@@H]([C@H](O)CC2CC(=O)NC(=O)C2)C1,nt,-0.6%,nt,nt,nt,nt
CNC(C)CC1CCCCC1 (stereo unspecified),nt,-0.8%,nt,nt,nt,nt
CC[C@@H](O)C(C[C@@H](C)N(C)C)(c1ccccc1)c1ccccc1,nt,12.8%[99.4 µM],nt,nt,nt,nt
FC(F)(F)c1cccc(N2CCNCC2)c1,nt,nt,25.8%&-6.5%[59 µM],nt,-2.6%,nt
O=C(O[C@@H]1Cc2c(O)cc(O)cc2O[C@@H]1c1cc(O)c(O)c(O)c1)c1cc(O)c(O)c(O)c1,nt,nt,1.78µM*,nt,8.91µM*,nt
CCCCN1C(=O)/C(=C/c2ccc(N3CCCCCC3)cc2)C(=O)NC1=S,nt,nt,17.8µM*,nt,?,nt
c1ccc(C2=NP(N3CCOCC3)(N3CCOCC3)=NC(N3CCOCC3)=N2)cc1,nt,nt,15.4%[59 µM],nt,16.4%,nt
Cc1ccc(-c2nc(CS(=O)CC(=O)N3CCC4(CC3)OCCO4)c(C)o2)cc1 (stereo unspecified),nt,nt,-12.6%[12.7 µM],nt,-3.0%,nt
CC(=O)c1ccccc1NC(=O)C1C2CCC(O2)C1C(=O)O (stereo unspecified),nt,nt,?,nt,-6.5%,nt
C=C(C)CN1CC[C@]23c4c5ccc(O)c4O[C@H]2c2[nH]c4ccccc4c2C[C@@]3(O)C1C5,nt,nt,-15.5%[59 µM],nt,?,nt
O=C1C=Cc2ccccc2C1=O,nt,nt,8.91µM*,nt,39.8µM*,nt
Oc1ccc(C(=C(Cl)Cl)c2ccc(O)cc2)cc1,nt,nt,-5.0%,nt,-7.0%,nt
COC1CC(OC2CCC3(C)C(CCC4C3CCC3(C)C(C5=CC(=O)OC5)C(OC(C)=O)CC43O)C2)OC(C)C1OC1OC(COC2OC(CO)C(O)C(O)C2O)C(O)C(O)C1O (stereo unspecified),nt,nt,38.3%[12.7 µM],nt,-23.4%,nt
Cc1ccsc1C(=O)C1CCCN(Cc2cnc(N(C)C)s2)C1 (stereo unspecified),nt,nt,-33.2%,nt,-30.1%,nt
O=C1NC(=O)N(c2ccccc2)C(=O)/C1=C\c1ccc([N+](=O)[O-])o1,nt,nt,12.6µM*,nt,39.8µM*,nt
CC[N+](C)(CC)CCC[n+]1c(-c2ccccc2)c2cc(N)ccc2c2ccc(N)cc21,nt,nt,5.01µM*,nt,44.7µM*,nt
Cc1ccc(N2C(=O)NC(=O)/C(=C\c3ccsc3)C2=O)cc1C,nt,nt,?,nt,5.1%,nt
COc1ccccc1Cn1c(SCC(=O)C(C)(C)C)nc2cc(C(=O)N3CCC4(CC3)OCCO4)ccc2c1=O,nt,nt,3.7%[59 µM],nt,-36.6%,nt
NCCc1c[nH]c2ccc(F)cc12,nt,nt,?,nt,-11.0%,nt
CN1/C(=C\C=C\C2=[N+](C)c3ccc4ccccc4c3C2(C)C)C(C)(C)c2ccccc21,nt,nt,10µM*,nt,4.47µM*,nt
N#CC(C#N)=Cc1ccc(-c2ccccc2)o1,nt,nt,2.6%[59 µM],nt,-7.0%,nt

# Arranged by length of the SMILES (lowest first): three of the compounds above.
SMILES,JMJD2A Tudor,GLS inh,G9a block,Pol eta inh,BAZ2B inh,Pin1 inhibitor
FC(F)(F)c1cccc(N2CCNCC2)c1,nt,nt,25.8%&-6.5%[59 µM],nt,-2.6%,nt
CC[N+](C)(CC)CCC[n+]1c(-c2ccccc2)c2cc(N)ccc2c2ccc(N)cc21,nt,nt,5.01µM*,nt,44.7µM*,nt
CN1/C(=C\C=C\C2=[N+](C)c3ccc4ccccc4c3C2(C)C)C(C)(C)c2ccccc21,nt,nt,10µM*,nt,4.47µM*,nt

# Back to the main list, starting 2 compounds before the break.
SMILES,JMJD2A Tudor,GLS inh,G9a block,Pol eta inh,BAZ2B inh,Pin1 inhibitor
CN1/C(=C\C=C\C2=[N+](C)c3ccc4ccccc4c3C2(C)C)C(C)(C)c2ccccc21,nt,nt,10µM*,nt,4.47µM*,nt
N#CC(C#N)=Cc1ccc(-c2ccccc2)o1,nt,nt,2.6%[59 µM],nt,-7.0%,nt
NC[C@@H]1O[C@H](O[C@H]2[C@@H](O)[C@H](O[C@@H]3[C@@H](O)[C@H](N)C[C@H](N)[C@H]3O[C@H]3O[C@H](CO)[C@@H](O)[C@H](O)[C@H]3N)O[C@@H]2CO)[C@H](N)[C@@H](O)[C@@H]1O,nt,nt,9.1%[59 µM],nt,2.8%,nt
NC(CC(=O)O)C1CCCCC1 (stereo unspecified),nt,nt,2.1%,nt,-3.1%,nt
CNCCc1ccccc1,nt,nt,22.8%[59 µM],nt,3.5%,nt
CC(C)n1c(=O)c(C=Nc2ccc(Cl)cc2)c(O)n(Cc2ccco2)c1=O,nt,nt,-7.3%[59 µM],nt,-6.2%,nt
COc1cccc(N2C(=O)NC(=O)/C(=C/c3ccc4c5c(cccc35)CC4)C2=O)c1,nt,nt,10µM*,nt,50.1µM*,nt
COc1ccc(N2C(=O)NC(=O)/C(=C/c3ccc4c(c3)Cc3ccccc3-4)C2=O)cc1,nt,nt,3.55µM*,nt,35.5µM*,nt
Cn1c(-c2ccccc2)c(P(=S)(c2ccccc2)c2ccccc2)c2ccccc21,-15.0%,nt,nt,nt,nt,?
Cc1[nH]c2ccccc2c1P(=S)(c1ccccc1)c1ccccc1,?,nt,nt,nt,nt,-2.0%
CCCN1CCC[C@@H]2Cc3n[nH]cc3C[C@H]21,nt,nt,21.9%[12.7 µM],-4.0%[57.1 µM],nt,nt
N#CC(=Cc1ccc(O)c(O)c1)C(N)=S,nt,nt,5.01µM*,3.16µM*,nt,nt
COc1ccc2c3c1O[C@H]1C(=O)CC[C@@]4(O)C(C2)N(CC2CC2)CCC314 (stereo partly specified),nt,nt,18.0%[12.7 µM],-2.9%[57.1 µM],nt,nt

# Record cards, from the list above:
# Profile of NC(CC(=O)O)C1CCCCC1 (stereo unspecified) = JMJD2A Tudor = nt; GLS inh = nt; G9a block = 2.1%; Pol eta inh = nt; BAZ2B inh = -3.1%; Pin1 inhibitor = nt
# Profile of Cc1[nH]c2ccccc2c1P(=S)(c1ccccc1)c1ccccc1 = JMJD2A Tudor = ?; GLS inh = nt; G9a block = nt; Pol eta inh = nt; BAZ2B inh = nt; Pin1 inhibitor = -2.0%
